Screens deposited in PubChem BioAssay by several laboratories.
TRPML3 ag: human TRPML3 channel agonists, primary screen, cell-based, HEK293 TRPML3-YFP, Fluo-8 calcium fluorescence, 3 µM. Mucolipin-3 (Homo sapiens), Q8TDD5. 100% = the carbachol control signal. activation, % at 3 µM. 220,000 compounds, 0.29% hits. AID 1448, 2008;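 active = activation above its plate's cutoff, the mean activation of the plate's test wells plus 3 SD, cut at about 12% in these data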;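 note: 0% = DMSO only wells and 100% = carbachol wells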
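Material: HEK293 cells stably carrying human TRPML3-YFP; compound dosing: single dose, 3 µM final nominal compound, 0.3% DMSO final; incubation: 1-h 37 °C dye load, 5-s basal, 120-s post-compound reads; technique: Fluo-8 intracellular calcium fluorescence, excitation 470-495 nm, emission 515-575 nm; read-out basis: percent activation from peak-to-basal fluorescence ratio, scaled between DMSO and carbachol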
NCF1 inh: p47phox/p22phox peptide binding inhibitors, primary screen, biochemical, uHTS, NADPH oxidase regulatory subunit. Neutrophil cytosol factor 1 (Homo sapiens), P14598. fluorescence polarization, 2 h. inhibition, % at 24.7 µM. 220,000 compounds, 0.53% hits. AID 1274, 2008;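 active = inhibition above about 30%, limit read from the data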;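 note: 0% = p47phox with labelled peptide and 100% = labelled peptide alone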
CHOP inhibitor: inhibitors of CHOP promoter induction, primary screen, cell-based, unfolded protein response, luciferase reporter; inhibition, % at 10 µM; CHO-K1 CHOP-promoter luciferase, tunicamycin-induced, 15-18 h; 220,000 compounds, 3.8% hits;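 active = compounds that reduced the stress-induced luciferase reporter signal by more than about 70% of percent inhibition, limit read from the data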;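 note: 0% = tunicamycin plus vehicle and 100% = wells without tunicamycin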
zfTRPN1 agonist: zebrafish TRPN1 channel agonists, primary screen, cell-based, HEK293, calcium fluorescence | 220,000 compounds, 0.18% hits | AID 1424, 2008 | transient receptor potential cation channel N1 (TRPN1/NompC), Danio rerio | activation, % at 3 µM | HEK293 zebrafish TRPN1-YFP, Fluo-8 calcium fluorescence; 100% = response to 87 µM carbachol;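 active = activation above its plate's cutoff, the mean activation of test wells on that plate plus 3 SD, cut at about 19% in these data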;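 note: 0% = DMSO alone and 100% = 87 µM carbachol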
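Material: zebrafish TRPN1-YFP in HEK293 cells. Doses: one dose of 3 µM, 0.3% DMSO. Incubation: dye 1 h 37 °C plus 30 min RT. Measured by: intracellular calcium fluorescence with Fluo-8.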
MDM2 E3 inh: MDM2-luciferase reporter signal enhancers, primary screen, MDM2 E3 ligase inhibitor project, cell-based, luminescence, 1536-well | signal enhancement, % at 5 µM | E3 ubiquitin-protein ligase Mdm2 (Homo sapiens), Q00987 | 210,000 compounds, 0.11% hits | cell-based MDM2 ubiquitination luciferase reporter, 2 h; 0 = plate control, 100 = twice control, blank-subtracted | AID 1230, 2008;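 active = signal enhancement of 30% or more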;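 note: luminescence tracks abundance of the self-degrading MDM2-luciferase fusion protein; higher signal means inhibition of MDM2 E3 ligase activity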
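Timing – 2 h compound exposure at 37 °C · Assay system – mammalian cells stably expressing self-ubiquitinating, self-degrading MDM2 E3–luciferase fusion · Amount – 2000 cells seeded into each well · Measure – % luminescence enhancement versus blank-corrected plate control mean · Measured by – SteadyLite luminescence, 15 min reagent step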
TNF death inh: inhibitors of TNF-alpha triggered necroptosis, primary screen, cell-based, Jurkat FADD-/-, single concentration. Jurkat FADD-/- TNF necroptosis rescue, ATP luminescence, 24 h; 0 = TNF only, 100 = no-TNF cells. activation (protection from cell death), % at 10 µM. 220,000 compounds, 0.068% hits;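 active = activation, meaning protection from cell death, of at least 50% relative to plate controls; inactive = activation below 50%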;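 note: necroptosis triggered by 40 ng/mL TNF-alpha added together with compound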
PPC-1+TRAIL kill: compounds killing PPC-1 cancer cells with TRAIL present, primary screen, TRAIL potentiator project, ATPLite luminescence, uHTS; PPC-1 cells + TRAIL, ATPLite viability luminescence; 220,000 compounds, 0.41% hits; AID 1443, 2008; cell killing (% activity), % at 4 µM;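 active = cell killing above 50% in the first pass at 4 µM, then a duplicate retest at 5 µM averaging 50% or more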;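 note: plate controls were cells with TRAIL plus DMSO for no effect and medium-only wells lacking cells for full effect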
Runt-SMMHC FRET: inhibitors of RUNX1 Runt–CBFb-SMMHC binding, primary screen, biochemical, FRET, Cerulean-Runt, Venus-CBFb-SMMHC, uHTS. AID 1434, 2008. Cerulean-Runt/Venus-CBFb-SMMHC FRET ratio 530/480, 1 h. inhibition, % at 20 µM. 220,000 compounds, 0.74% hits;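 active = mean inhibition across duplicate retests at 20 µM reaching about 50%, limit read from the data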;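 note: 0% = DMSO wells and 100% = wells with excess untagged CBFb-SMMHC; inhibitors lower the FRET ratio by blocking Runt binding to CBFb-SMMHC; some results filed as inactive read as strong as hits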
Target sequence (Q01196 whole entry, looked up): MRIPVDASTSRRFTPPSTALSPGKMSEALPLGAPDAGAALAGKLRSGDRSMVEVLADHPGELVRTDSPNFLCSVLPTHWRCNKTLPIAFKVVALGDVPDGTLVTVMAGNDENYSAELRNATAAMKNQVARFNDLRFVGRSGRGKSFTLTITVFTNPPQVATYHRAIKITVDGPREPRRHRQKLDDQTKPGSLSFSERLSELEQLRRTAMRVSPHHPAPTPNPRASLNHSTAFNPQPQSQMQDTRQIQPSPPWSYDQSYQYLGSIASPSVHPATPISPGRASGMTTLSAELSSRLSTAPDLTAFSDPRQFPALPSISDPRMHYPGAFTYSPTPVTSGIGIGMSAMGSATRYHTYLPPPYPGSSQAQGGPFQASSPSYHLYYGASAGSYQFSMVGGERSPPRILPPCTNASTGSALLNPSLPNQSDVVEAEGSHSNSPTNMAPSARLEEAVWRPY
Target sequence (Q13951 whole entry, looked up): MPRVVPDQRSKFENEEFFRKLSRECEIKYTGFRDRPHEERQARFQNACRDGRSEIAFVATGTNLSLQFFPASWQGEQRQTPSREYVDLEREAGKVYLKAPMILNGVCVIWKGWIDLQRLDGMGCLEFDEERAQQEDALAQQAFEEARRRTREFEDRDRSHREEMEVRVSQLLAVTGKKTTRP
EBV gp42 block: Epstein-Barr virus gp42 inhibitors, primary screen, biochemical, uHTS, fluorescence polarization; Fluorescence polarization binding assay, mP read-out; inhibition, % (tested at 21.74 µM); 220,000 compounds, 0.42% hits; in the data active = inhibition above about 50%
Target sequence (Q1HVG2 whole entry, looked up): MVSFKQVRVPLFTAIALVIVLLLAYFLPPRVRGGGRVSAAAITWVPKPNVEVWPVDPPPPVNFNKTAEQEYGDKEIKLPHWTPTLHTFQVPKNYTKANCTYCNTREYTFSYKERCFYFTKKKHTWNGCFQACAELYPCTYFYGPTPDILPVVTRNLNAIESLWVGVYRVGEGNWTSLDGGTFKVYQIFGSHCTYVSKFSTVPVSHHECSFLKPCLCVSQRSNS
Numbers without * were called inactive; ! = a repeat was not active.

What do the screens show for `CC(C)c1ccc(O)c(NC(=O)c2cccnc2)c1`?
TRPML3 ag: 0.4; NCF1 inh: -14; CHOP inhibitor: 8; zfTRPN1 agonist: 0.2; MDM2 E3 inh: -31; TNF death inh: 20; PPC-1+TRAIL kill: 4; Runt-SMMHC FRET: -5; EBV gp42 block: -1

How did CN(Cc1ccsc1)C(=O)CCc1nnc(Cc2c[nH]c3ccccc23)o1 do in these assays?
TRPML3 ag: -1.0; NCF1 inh: -2; CHOP inhibitor: 8; zfTRPN1 agonist: 1.2; MDM2 E3 inh: -12; TNF death inh: 0.7; EBV gp42 block: -18

What do the screens show for `Fc1ccc(C(c2ccc(F)cc2)N2CCN(C/C=C/c3ccccc3)CC2)cc1`?
TRPML3 ag: 4.8; NCF1 inh: 0; CHOP inhibitor: 84*!; zfTRPN1 agonist: -0.4; TNF death inh: 0.6; PPC-1+TRAIL kill: 3; Runt-SMMHC FRET: 1; EBV gp42 block: -3

Results for C=CCNC(=O)C1CC1(c1ccccc1)c1ccccc1 (centres undefined) ?
TRPML3 ag: 0.4; NCF1 inh: -3; CHOP inhibitor: -10; zfTRPN1 agonist: -1.0; MDM2 E3 inh: -1; TNF death inh: 0.6; PPC-1+TRAIL kill: 15; Runt-SMMHC FRET: 0; EBV gp42 block: -9

What do the screens show for `C=CCN(c1ccccc1Cl)S(=O)(=O)c1cccc(C(=O)NCCc2ccc(OC)cc2)c1`?
TRPML3 ag: -0.3; NCF1 inh: -4; CHOP inhibitor: 50; zfTRPN1 agonist: -0.8; MDM2 E3 inh: 5; TNF death inh: 2.0; PPC-1+TRAIL kill: 14; Runt-SMMHC FRET: 2; EBV gp42 block: 4

How did COc1ccc(C2NC(C(=O)O)Cc3c2[nH]c2ccccc32)cc1CN1CCN(c2ccc(F)cc2)CC1 (centres undefined) do in these assays?
TRPML3 ag: -0.3; NCF1 inh: -4; CHOP inhibitor: -15; zfTRPN1 agonist: 0.4; TNF death inh: 2.6; PPC-1+TRAIL kill: 4; Runt-SMMHC FRET: 38; EBV gp42 block: 5

What do the screens show for `O=[N+]([O-])c1cc(S(=O)(=O)Nc2ccccc2)ccc1N1CCN(c2ccc(O)cc2)CC1`?
TRPML3 ag: 1.4; NCF1 inh: -2; CHOP inhibitor: 40; zfTRPN1 agonist: 5.2; MDM2 E3 inh: -18; TNF death inh: 1.9; PPC-1+TRAIL kill: 29; Runt-SMMHC FRET: 18; EBV gp42 block: -5

Results for O=[N+]([O-])c1ccc(/C=N/NS(=O)(=O)c2ccc(Cl)cc2)o1 ?
TRPML3 ag: 0.7; NCF1 inh: -11; CHOP inhibitor: -18; zfTRPN1 agonist: 0.0; MDM2 E3 inh: -28; TNF death inh: -12; PPC-1+TRAIL kill: 25; Runt-SMMHC FRET: 4; EBV gp42 block: -29

What do the screens show for `O=C(c1cnccn1)N1CCc2ccccc2C1`?
TRPML3 ag: 1.0; NCF1 inh: -11; CHOP inhibitor: -13; zfTRPN1 agonist: 0.2; MDM2 E3 inh: -9; TNF death inh: -0.4; PPC-1+TRAIL kill: -7; Runt-SMMHC FRET: -2; EBV gp42 block: -3

What do the screens show for `COCCn1cc(C(=O)c2cc(Br)ccc2O)cc(C#N)c1=O`?
TRPML3 ag: 0.3; NCF1 inh: -12; CHOP inhibitor: 6; zfTRPN1 agonist: 0.1; MDM2 E3 inh: -8; TNF death inh: 0.0; PPC-1+TRAIL kill: 4; Runt-SMMHC FRET: 1; EBV gp42 block: -5

How did CCCc1cc(NCCCN2CCOCC2)n2c(nc3ccccc32)c1C#N do in these assays?
TRPML3 ag: 0.8; NCF1 inh: -6; CHOP inhibitor: 14; zfTRPN1 agonist: 0.0; MDM2 E3 inh: 0; TNF death inh: 2.9; PPC-1+TRAIL kill: 18; Runt-SMMHC FRET: 62; EBV gp42 block: 16

How did CC(C)c1ccccc1OCC(=O)NN1C(=O)c2ccccc2C1=O do in these assays?
TRPML3 ag: -0.2; NCF1 inh: 1; CHOP inhibitor: 1; zfTRPN1 agonist: -0.3; MDM2 E3 inh: -2; TNF death inh: 0.2; PPC-1+TRAIL kill: 24; Runt-SMMHC FRET: -1; EBV gp42 block: -18

Results for CC(=O)Nc1ccc(NC(=O)C(Cc2ccccc2)NC(=O)C2CCC(C)CC2)cc1 (centres undefined) ?
TRPML3 ag: -0.3; NCF1 inh: -4; CHOP inhibitor: 51; zfTRPN1 agonist: -1.1; MDM2 E3 inh: -5; TNF death inh: 1.3; PPC-1+TRAIL kill: 12; Runt-SMMHC FRET: -2; EBV gp42 block: 1

Results for CC(=O)c1cnc(-c2cccc(Cl)c2)s1 ?
TRPML3 ag: 0.4; NCF1 inh: 2; CHOP inhibitor: 13; zfTRPN1 agonist: 0.4; MDM2 E3 inh: 3; TNF death inh: 2.0; PPC-1+TRAIL kill: 1; Runt-SMMHC FRET: 0; EBV gp42 block: -7

Results for CCC1=C(OC(=O)N(CC)CC)N2C(=O)OC(=NCC3CC3)[C@]2(Cc2ccccc2)[C@H]2C1=CC[C@H]1C(=O)N(CC(=O)OC)C(=O)[C@H]12 ?
NCF1 inh: -6; CHOP inhibitor: 22; MDM2 E3 inh: 10; TNF death inh: 0.7; PPC-1+TRAIL kill: 5; Runt-SMMHC FRET: -3; EBV gp42 block: 2

How did Cc1c(Cc2ccccc2)c(=O)oc2cc(OCc3nn[nH]n3)ccc12 do in these assays?
TRPML3 ag: 0.6; NCF1 inh: -13; CHOP inhibitor: -18; zfTRPN1 agonist: 0.3; MDM2 E3 inh: -16; TNF death inh: -2.3; PPC-1+TRAIL kill: 6; Runt-SMMHC FRET: -5; EBV gp42 block: 1

Results for CC1CCN(C(=O)c2ccc(S(=O)(=O)Cc3cccc(F)c3)c([N+](=O)[O-])c2)CC1 ?
TRPML3 ag: 0.9; NCF1 inh: -2; CHOP inhibitor: 21; zfTRPN1 agonist: 0.3; MDM2 E3 inh: 2; TNF death inh: 1.2; PPC-1+TRAIL kill: -35; Runt-SMMHC FRET: -1; EBV gp42 block: 5

Results for CCOC(=O)c1cc(=O)n(-c2ccc(Cl)cc2C)[nH]1 ?
TRPML3 ag: 0.2; NCF1 inh: -8; CHOP inhibitor: 29; zfTRPN1 agonist: -0.4; MDM2 E3 inh: -1; TNF death inh: 0.8; PPC-1+TRAIL kill: 22; Runt-SMMHC FRET: -2; EBV gp42 block: -5

How did Cc1ccccc1C(=O)O/N=C(\N)c1ccncc1 do in these assays?
TRPML3 ag: 0.6; NCF1 inh: 0; CHOP inhibitor: 3; zfTRPN1 agonist: -0.7; MDM2 E3 inh: -15; TNF death inh: -0.1; PPC-1+TRAIL kill: 13; Runt-SMMHC FRET: -1; EBV gp42 block: -3

What do the screens show for `Cc1cc(N2CCN(c3ccccn3)CC2)n2c(nc3ccccc32)c1C#N`?
TRPML3 ag: 0.2; NCF1 inh: -32; CHOP inhibitor: 12; zfTRPN1 agonist: 0.1; MDM2 E3 inh: -7; TNF death inh: -1.7; PPC-1+TRAIL kill: 21; Runt-SMMHC FRET: 30; EBV gp42 block: -10

What do the screens show for `COc1ccc(N(C(=O)c2cc3ccccc3oc2=O)C2C=CS(=O)(=O)C2)cc1` (centres undefined)?
TRPML3 ag: 0.6; NCF1 inh: -3; CHOP inhibitor: 3; zfTRPN1 agonist: -0.3; MDM2 E3 inh: -1; TNF death inh: 5.2; PPC-1+TRAIL kill: 6; Runt-SMMHC FRET: -1; EBV gp42 block: -10

What do the screens show for `O=C(C1CCN(C2CC(=O)N(c3cccc(Cl)c3)C2=O)CC1)N1CCCCCC1` (centres undefined)?
TRPML3 ag: 0.7; NCF1 inh: 0; CHOP inhibitor: 14; zfTRPN1 agonist: 0.6; MDM2 E3 inh: 12; TNF death inh: 0.7; PPC-1+TRAIL kill: 8; Runt-SMMHC FRET: 4; EBV gp42 block: -22

Results for CC(C)COc1ccc(C2NC(=O)NC2=O)cc1 (centres undefined) ?
TRPML3 ag: 0.8; NCF1 inh: -9; CHOP inhibitor: -10; zfTRPN1 agonist: -0.8; MDM2 E3 inh: -6; TNF death inh: -1.3; PPC-1+TRAIL kill: 31; Runt-SMMHC FRET: 1; EBV gp42 block: -9

Results for CCCC(=O)Nc1ccccc1-c1nnc(SCC)[nH]c1=O ?
TRPML3 ag: 1.1; NCF1 inh: -10; CHOP inhibitor: -6; zfTRPN1 agonist: 0.7; MDM2 E3 inh: -8; TNF death inh: 7.0; PPC-1+TRAIL kill: 3; Runt-SMMHC FRET: -2; EBV gp42 block: -22

How did O=C(COc1ccc(S(=O)(=O)NC2CCCCC2)cc1)NCc1cccnc1 do in these assays?
TRPML3 ag: 0.6; NCF1 inh: 0; CHOP inhibitor: 13; zfTRPN1 agonist: 1.0; MDM2 E3 inh: -6; TNF death inh: -0.8; PPC-1+TRAIL kill: 0; Runt-SMMHC FRET: 5; EBV gp42 block: -9

Some of these compounds in order of number of heavy atoms, largest number first.
What do the screens show for `O=C(C1CCN(C2CC(=O)N(c3cccc(Cl)c3)C2=O)CC1)N1CCCCCC1` (centres undefined)?
TRPML3 ag: 0.7; NCF1 inh: 0; CHOP inhibitor: 14; zfTRPN1 agonist: 0.6; MDM2 E3 inh: 12; TNF death inh: 0.7; PPC-1+TRAIL kill: 8; Runt-SMMHC FRET: 4; EBV gp42 block: -22

How did Cc1ccccc1C(=O)O/N=C(\N)c1ccncc1 do in these assays?
TRPML3 ag: 0.6; NCF1 inh: 0; CHOP inhibitor: 3; zfTRPN1 agonist: -0.7; MDM2 E3 inh: -15; TNF death inh: -0.1; PPC-1+TRAIL kill: 13; Runt-SMMHC FRET: -1; EBV gp42 block: -3

Results for CC(=O)c1cnc(-c2cccc(Cl)c2)s1 ?
TRPML3 ag: 0.4; NCF1 inh: 2; CHOP inhibitor: 13; zfTRPN1 agonist: 0.4; MDM2 E3 inh: 3; TNF death inh: 2.0; PPC-1+TRAIL kill: 1; Runt-SMMHC FRET: 0; EBV gp42 block: -7
